PLC-beta3 inh: inhibitors of human phospholipase C beta3; AID 720704; inhibition, % at 12.2 µM; 370,000 tested, 0.18% active; Purified PLC-beta3, fluorogenic substrate, fluorescence; in the data active = inhibition above about 11%;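 note: 0% = median of compound wells on plate and 100% = full blocker control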
DAX1 inh-1: inhibits human nuclear receptor DAX1. P51843. HEK293 Gal4-DAX1 luciferase reporter, luminescence. inhibition, % at 6.75 µM. 340,000 tested, 0.99% active. AID 504766;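 active = inhibition above the mean over all tested compounds plus 3 SD, cut at about 4.2% in these data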;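 note: 0% = DAX1-transfected cells with DMSO and 100% = empty-vector control cells with DMSO; inhibition shows as a rise in luminescence from relieved DAX1 repression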
NR1D1 modulator: modulates human Rev-erb alpha binding to DNA | Rev-erbα–FITC-DNA binding, fluorescence polarization, 90 min | activity, % at 10 µM | 370,000 tested, 0.79% active | AID 1259318;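 active = activity above about 14%, limit read from the data; passing the limit was not always enough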;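 note: 0% = DMSO wells with 35 nM protein and 100% = DMSO wells with 750 nM protein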
MBD2 inh: blocks human MBD2 binding to methylated DNA; AID 686964; inhibition, % at 4.4 µM; TR-FRET, MBD2 binding to methylated oligonucleotide; 370,000 tested, 0.31% active; Q9UBB5; in the data active = inhibition above about 13%
Target sequence (Q9UBB5 whole entry, looked up): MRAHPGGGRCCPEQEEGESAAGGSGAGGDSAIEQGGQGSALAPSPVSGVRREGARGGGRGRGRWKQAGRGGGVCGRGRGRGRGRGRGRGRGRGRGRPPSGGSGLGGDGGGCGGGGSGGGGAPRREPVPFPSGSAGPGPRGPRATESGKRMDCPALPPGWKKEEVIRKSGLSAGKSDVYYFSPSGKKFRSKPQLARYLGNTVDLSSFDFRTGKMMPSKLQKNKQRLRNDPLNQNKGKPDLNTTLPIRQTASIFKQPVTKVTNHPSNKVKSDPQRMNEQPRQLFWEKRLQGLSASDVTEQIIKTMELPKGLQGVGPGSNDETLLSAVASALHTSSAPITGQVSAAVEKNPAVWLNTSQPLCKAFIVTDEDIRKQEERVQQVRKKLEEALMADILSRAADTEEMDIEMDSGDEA
hcDAF12 agonist: H. contortus DAF-12 activation, primary screen | AID 652067 | activation, % at 6.8 µM | HEK293 hcDAF-12 lit1-tk-luc reporter, luminescence; 0% DMSO, 100% Δ7-dafachronic acid | 370,000 tested, 1.4% active;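 active = activation above the mean of all tested compounds plus 3 SD, cut at about 5.5% in these data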;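 note: 100% = response to 3 µM Δ7-dafachronic acid high control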
PLC-gamma1 inh: inhibitors of human phospholipase C gamma1 | AID 720700 | inhibition, % at 12.2 µM | P19174 | 370,000 tested, 0.84% active | purified PLC-gamma1, fluorogenic substrate, fluorescence; in the data active = inhibition above about 9.5%
hgDAF12 agonist: agonists of H. glycines DAF-12 nuclear receptor; HEK293 GAL4-hgDAF12 UAS-luciferase reporter, agonist luminescence; normalized to butyrate control; AID 687014; 370,000 tested, 1.8% active; activation, % at 6.8 µM;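 active = activation above a cutoff set at the mean of all screened compounds plus 3 SD, cut at about 10% in these data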;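 note: 0% = DMSO wells and 100% = sodium butyrate wells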
SMARCA2 activ: increases SMARCA2 function in MMTV reporter cells; MG213 cells, MMTV-luciferase reporter, dexamethasone, overnight; activation, % at 9.1 µM; 370,000 tested, 1% active; AID 652017; in the data active = activation above about 7.8%;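 note: 0% = vehicle wells and 100% = reference activator wells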
ssDAF12 agonist: activates DAF-12 receptor from parasite S. stercoralis; HEK293 ssDAF-12/GRIP1 lit1-tk-luc reporter, luminescence; % of 3 µM dafachronic acid response; activation, % at 6.8 µM; 370,000 tested, 1% active; AID 652126;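 active = activation above the mean over all tested compounds plus 3 SD, cut at about 0.9% in these data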;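 note: 0% = DMSO-only wells and 100% = 3 µM delta7-dafachronic acid wells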
DAX1 inh-2: DAX1 (NR0B1) inhibition, primary screen. HEK293T StAR-luciferase reporter, SF-1/DAX-1 repression relief. 370,000 tested, 1.1% active. AID 652010. inhibition, % at 6.8 µM;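 active = inhibition above the mean over all tested compounds plus 3 SD, cut at about 3.6% in these data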;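 note: 0% = DAX-1 cells with DMSO and 100% = cells lacking DAX-1 with DMSO; higher inhibition means more luminescence from relief of DAX-1 repression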
ADAM17 inh: inhibits human ADAM17. P78536. recombinant ADAM17, EDANS/DABCYL FRET peptide cleavage. inhibition, % at 6.95 µM. 370,000 tested, 0.83% active. AID 720648;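 active = inhibition above the mean of compounds lying between control limits plus 3 SD, set per campaign, cut at about 8.5% in these data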;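 note: 0% = DMSO-only wells as the low control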
Target sequence (P78536 215-824 limits assumed): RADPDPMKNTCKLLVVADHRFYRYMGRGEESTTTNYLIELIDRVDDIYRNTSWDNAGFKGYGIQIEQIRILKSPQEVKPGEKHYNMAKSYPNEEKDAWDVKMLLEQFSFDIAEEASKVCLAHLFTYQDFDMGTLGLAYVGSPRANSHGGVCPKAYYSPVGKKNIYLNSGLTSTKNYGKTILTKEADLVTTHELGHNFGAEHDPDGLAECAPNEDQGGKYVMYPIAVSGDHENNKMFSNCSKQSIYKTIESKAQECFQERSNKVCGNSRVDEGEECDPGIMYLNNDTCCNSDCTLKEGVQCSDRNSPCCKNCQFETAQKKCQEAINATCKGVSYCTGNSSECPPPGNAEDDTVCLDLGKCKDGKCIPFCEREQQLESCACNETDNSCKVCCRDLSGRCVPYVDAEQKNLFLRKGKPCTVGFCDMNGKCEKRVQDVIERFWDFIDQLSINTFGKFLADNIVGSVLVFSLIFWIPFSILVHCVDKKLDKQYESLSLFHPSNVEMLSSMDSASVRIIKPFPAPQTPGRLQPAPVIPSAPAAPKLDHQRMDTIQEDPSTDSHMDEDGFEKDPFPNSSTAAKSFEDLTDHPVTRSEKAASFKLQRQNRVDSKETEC
* marks the source's active call; other numbers are inactive results; i = inactive; / = not tested or not shown.

entry | molecule | PLC-beta3 inh | DAX1 inh-2 | hgDAF12 agonist | DAX1 inh-1 | hcDAF12 agonist | MBD2 inh | SMARCA2 activ | ssDAF12 agonist | ADAM17 inh | PLC-gamma1 inh | NR1D1 modulator
1 | COc1ccccc1NC(=O)CNc1ccc(F)c(Cl)c1 | 0.8 | -0.2 | -5.3 | -0.9 | -2.9 | 4.1 | -4.8 | -1.0 | 0.4 | -0.6 | 1.6
2 | COCC1CCN(Cc2cn(-c3ccccc3F)nc2-c2cc(C)sc2C)CC1 | -7.2 | 0.5 | 1.1 | 0.5 | 0.0 | -1.2 | -3.2 | -1.7 | -3.9 | -0.9 | -0.9
3 | O=C(CNC(=O)c1ccc(S(=O)(=O)N2CCCC2)cc1)N/N=C/c1ccc(Cl)cc1 | 2.9 | -0.3 | -0.2 | -1.0 | -0.8 | 5.3 | 1.6 | -2.2 | 2.6 | 0.3 | -4.6
4 | CCCCCc1ccc(OCCC[n+]2ccccc2)c(CCCCC)c1 | -7.1 | -2.1 | -7.9 | -2.9 | -4.5 | -2.3 | -7.0 | -2.6 | 3.8 | 2.5 | 10.0
5 | Nc1ccn(C(C=O)CC(C=O)CO)c(=O)n1 (stereo not drawn) | 1.8 | -0.9 | 0.4 | / | -1.5 | -2.9 | -3.3 | -1.1 | -4.9 | -2.3 | 0.2
6 | COC(=O)c1ccc(/C=C/c2ccc3cccc(OC)c3n2)cc1 | i | -0.5 | -1.6 | -1.5 | -2.1 | -4.9 | 1.1 | -1.7 | -182.4 | i | 1.3
7 | CN1C[C@@H]2[C@@H]3C(=O)N(C)C(=O)[C@@H]3[C@](C)(C1=O)N2C(=O)c1ccc(Cl)c(Cl)c1 | -1.8 | -0.2 | 0.3 | 2.3 | -1.4 | -1.8 | -0.2 | -1.4 | -5.9 | 1.4 | 0.2
8 | Cc1cc(N)n(-c2cc(C)c3ccccc3n2)n1 | -4.9 | 3.5 | 16.6* | 1.4 | 9.9* | -3.2 | 7.9* | 1.6* | 0.1 | 3.1 | 3.5
9 | O=C1NC2=C(C(=O)c3ccccc32)C(c2ccccc2)N1 (stereo not drawn) | -11.7 | -0.1 | -3.8 | 0.1 | -1.1 | -15.8 | -2.4 | -0.2 | -2.7 | -7.2 | -4.3
10 | O=C(CCCNS(=O)(=O)c1cccc2nsnc12)NCc1ccc(Cl)cc1 | 2.3 | -0.4 | -0.2 | -1.1 | -2.2 | -4.1 | 0.0 | -1.1 | -0.2 | 2.8 | -1.6
11 | Cc1ccc(NC(=O)c2cc3c(s2)CCCC3)cc1 | -14.4 | 4.2* | 19.1* | 6.6* | 5.4 | -2.6 | -1.0 | 0.4 | 1.1 | -2.6 | 2.4
12 | C/C(=N\Nc1nc(Cl)c(Cl)cc1Cl)c1ccc(S(=O)(=O)NCc2ccco2)cc1 | -30.3 | -0.1 | 7.9 | -0.5 | 3.0 | 2.9 | 1.7 | -0.7 | -2.6 | -27.6 | 3.2
13 | CCN1C(=O)[C@H]2[C@@H](c3ccc(-c4ccc(OC)cc4)cc3)N[C@@](Cc3ccccc3)(C(=O)OC)[C@H]2C1=O | -10.7 | 0.3 | -1.3 | 0.0 | -0.7 | 0.3 | 1.9 | -0.9 | -1.7 | -6.7 | 2.5
14 | O=C(Nc1ccc(Cl)cc1)Nc1cccnc1 | -2.8 | 1.5 | 4.4 | 1.5 | 2.0 | 4.9 | 3.4 | -0.6 | -4.7 | -0.5 | 1.1
15 | COC(=O)C1=C(C)N(CC(C)C)C(=S)NC1c1cccc(F)c1 (stereo not drawn) | -1.0 | -1.6 | -1.0 | / | 0.7 | 6.0 | -3.6 | 1.0* | -6.1 | 6.5 | 6.3
16 | O=C(CSc1nc2ccccc2[nH]1)c1c[nH]c2ccccc12 | -7.4 | -0.1 | 2.5 | 0.9 | -2.0 | 3.0 | -0.7 | -1.8 | -6.8 | 0.4 | 1.7
17 | COc1ccc(OCCC(=O)OCC(=O)NC(=O)NC2CCCCC2)cc1 | -5.3 | -0.6 | 2.6 | -0.5 | 0.5 | 2.6 | -1.6 | -1.1 | -0.4 | 1.3 | 3.5
18 | O=C(O)c1ccc(NC(C(=O)c2ccccc2)c2ccccc2)cc1 (stereo not drawn) | -2.5 | 0.6 | 0.1 | 0.0 | 3.0 | 3.7 | -2.2 | -1.0 | -3.3 | 0.6 | 6.9
19 | O=C(Cn1cc(COc2ccc(Br)cc2)nn1)c1ccc(O)cc1 | -6.2 | -0.1 | -2.3 | 0.4 | -2.7 | 4.8 | -2.8 | -0.6 | 0.9 | 0.2 | 1.3
20 | Cc1nn(-c2ccccc2)nc1CNC(=O)C1CCC1 | -9.3 | -0.3 | 0.3 | 0.1 | -1.9 | -4.1 | -1.7 | -1.3 | -0.9 | 0.4 | 3.5
21 | COCCN1Cc2cccc(C(=O)Nc3cc(C)cc(C)c3)c2C1=O | 0.1 | -0.6 | -1.7 | -1.7 | -1.1 | -0.4 | -0.8 | -1.8 | -4.3 | -1.6 | 7.2
22 | O=C(CSc1c2c(nc3ccccc13)CCC2)N1CCCC1 | -1.1 | 0.2 | -2.2 | -0.7 | -0.1 | 1.6 | 1.5 | -0.8 | -0.4 | -0.9 | -1.4
23 | N#Cc1ccc(-c2cccnc2)nc1SCC(N)=O | -17.6 | -0.1 | 2.0 | / | -0.9 | -0.8 | 0.3 | -1.1 | -33.7 | -8.2 | -0.1
24 | CC1Oc2ccccc2N(Cc2cccc(F)c2)C1=O (stereo not drawn) | -20.4 | -0.7 | -1.3 | 1.4 | -2.1 | -5.3 | 0.2 | -0.1 | -2.5 | -11.9 | -9.1
25 | O=C(CCn1c(=S)oc2ccccc21)NC1CCCCCCC1 | -1.2 | 0.6 | -1.5 | 2.8 | 0.9 | -3.7 | -0.6 | -1.0 | 3.7 | 10.0* | 0.7
26 | C=CCN(CC=C)C(=O)C1CCN(S(=O)(=O)c2ccc(-n3cnnn3)cc2)CC1 | -4.8 | -0.2 | -1.2 | -0.8 | 1.0 | 2.4 | 1.7 | -1.5 | 2.2 | 4.6 | 4.0
27 | COc1cccc(NC(=S)N2C3CCCC2CC(NC(=O)C2CC2)C3)c1 (stereo not drawn) | 2.4 | 0.5 | -0.9 | 2.3 | -1.5 | 2.0 | -2.6 | 0.1 | 1.0 | 2.2 | 1.6
28 | Cc1ccc2nc(C)c(C(=O)N/N=C/c3cccs3)cc2c1 | -1.9 | 0.4 | 2.7 | 0.8 | 0.8 | -2.0 | 1.2 | -1.3 | 0.3 | -0.5 | 0.8
29 | CC(C)CCNC(=O)C1(C)CCN1Cc1ccc(-c2ccccn2)cc1 (stereo not drawn) | 2.9 | -1.7 | -1.3 | / | -2.8 | 3.2 | -1.6 | -1.5 | -1.5 | 2.5 | -7.6
30 | NC(=O)c1ccc(-n2nnnc2SCC(=O)Nc2ccc(F)cc2)cc1 | 4.4 | 0.1 | -0.2 | -0.5 | 2.7 | -2.1 | -0.9 | -0.3 | -0.6 | 1.1 | 3.3
31 | O=C(CSc1nnc(CNC(=O)c2ccc(F)cc2)o1)c1ccccc1 | -4.7 | -0.8 | 0.9 | -0.5 | -1.3 | -2.8 | 0.1 | -1.0 | -1.4 | -0.3 | 0.1
32 | Cc1nc2c(o1)C(=O)c1ccccc1C2=Nc1ccccc1 | 4.9 | -3.0 | -3.0 | -3.5 | -2.4 | 3.2 | -6.4 | -1.2 | -4.2 | 3.7 | 8.1
33 | COCCSc1nnc(NC(=O)C2CC(=O)N(CCc3ccc(F)cc3)C2)s1 (stereo not drawn) | -7.0 | 0.2 | 1.6 | 1.3 | -0.9 | 1.0 | -3.5 | -1.0 | -5.2 | -0.2 | 0.6
34 | Cc1cn([C@H]2C[C@H](O)[C@@H](/C=C/C(=O)NCCC(C)C)O2)c(=O)[nH]c1=O | 3.3 | 0.6 | 1.6 | / | -1.9 | 3.3 | -2.9 | -1.6 | -0.9 | 0.9 | -2.7
35 | c1cc(N2CCCCC2)nc(N2CCCCC2)n1 | -1.3 | 0.5 | -0.1 | -0.1 | 0.9 | 2.7 | -2.6 | -0.2 | -2.7 | 1.5 | -5.5
36 | CCc1cc(C(=O)OC)c(NC(=O)CCC(=O)O)s1 | -0.8 | -0.5 | 2.9 | 2.0 | 0.7 | -5.3 | 5.2 | -1.1 | -4.2 | -0.2 | 2.6
37 | O=C(Nc1nc2c(Br)cc(Br)cc2c(=O)s1)c1ccco1 | -7.1 | -0.5 | -1.4 | -1.0 | -0.4 | -5.5 | 4.9 | -1.1 | -3.3 | -3.8 | 0.8
38 | COC(=O)c1ccccc1NC(=O)CC(=O)Nc1ccccc1C(=O)OC | -2.8 | 0.2 | 0.7 | 1.0 | 1.8 | 1.7 | 3.2 | -0.7 | -0.6 | 2.8 | 0.2
39 | COc1cc(Cl)c(C)cc1NC(=O)CN1C(=O)C2CCCCC2C1=O (stereo not drawn) | -9.7 | -1.0 | 1.5 | 0.2 | 1.0 | 2.2 | -2.6 | -1.3 | -0.1 | -2.9 | -1.8
40 | CC(C)(C)/C(O)=C/c1nc2cc(Cl)ccc2oc1=O | -3.9 | -0.5 | -5.4 | -2.5 | -1.3 | -11.9 | 0.0 | -1.2 | -0.6 | 0.4 | 2.5
41 | COc1ccc(NC(=O)Nc2ccc(F)cc2F)c(C)c1 | 0.4 | -0.1 | 5.4 | -0.3 | -0.5 | -6.6 | -0.9 | -1.6 | 0.4 | 4.2 | 0.8
42 | C[C@H](CO)N1C[C@H](C)[C@@H](CN(C)S(=O)(=O)c2ccc(F)cc2)Oc2c(NC(=O)Nc3ccc(C(F)(F)F)cc3)cccc2C1=O | 4.7 | -0.5 | -0.4 | 1.3 | -1.8 | 3.7 | 0.1 | -1.1 | 6.4 | 1.9 | 1.6
43 | CC(NC(=O)c1ccco1)c1ccc2c(c1)OCCO2 (stereo not drawn) | 4.2 | 0.5 | 0.6 | 0.0 | -1.5 | -4.7 | 1.2 | -1.2 | 0.8 | 3.8 | 3.0
44 | O=C(CNC(=O)c1cc(Cl)nc2ccccc12)Nc1ccccc1Br | -1.0 | -0.3 | -1.4 | -1.4 | 0.7 | 1.3 | -0.1 | -1.0 | -3.4 | -2.0 | 3.5
45 | CCOC(=O)C1=C(CC)OC(N)=C(C#N)C1c1ccc(F)cc1F (stereo not drawn) | -10.0 | 0.8 | -0.5 | 0.2 | -0.6 | -3.3 | 0.6 | -1.5 | -0.3 | -7.7 | 1.5
46 | O=c1[nH]cnc2scc(-c3ccc(F)cc3)c12 | 0.4 | 0.0 | -1.7 | 2.2 | -1.8 | 6.0 | -2.8 | -0.8 | -3.9 | -2.0 | 0.1
47 | COc1ccccc1C(=O)Nc1ccc2c(c1)nc(CN1CCCCC1)n2C | -30.1 | -0.2 | -3.4 | -1.1 | -3.4 | 3.0 | -3.1 | -1.8 | -7.3 | -15.7 | 3.4
48 | O=C(NCCCNC(=O)C(F)(F)C(F)F)C(F)(F)C(F)F | 3.3 | 0.3 | 1.5 | 0.5 | -1.0 | -2.2 | -1.6 | -0.7 | -3.6 | -1.7 | -3.2
49 | O=C1Nc2ccc([N+](=O)[O-])cc2C1=Nc1cccc(CO)c1 | 1.7 | 0.0 | -2.6 | 1.2 | 0.4 | -3.1 | 0.4 | -1.0 | -1.0 | 1.7 | 3.2
